HIV peptide binding – cell-free HIV fusion peptide-binding blockers – biochemical, uHTS, fluorescence dequenching, primary screen (AID 1986); 290,000 tested, 0.3% active; inhibition, % at 20 µM, or IC50 in µM where a hit was titrated; cell-free peptide binding, fluorescence dequenching, 30 min; higher % means a stronger effect; in the data active = inhibition mostly above about 52%, no sharp cut-off; inactive = mostly below about 76%; also: some results filed as inactive read as strong as hits
AID2073 – disruptors of CaV2.2 binding to Mint1 – biochemical, HTRF (AID 2073); HTRF protein-protein interaction, Mint1-CaV2.2; higher % means a stronger effect; inhibition, % at 20 µM, or IC50 in µM where a hit was titrated; 290,000 tested, 0.19% active; in the data active = inhibition mostly above about 51%, no sharp cut-off; inconclusive = no clear call, values can overlap the other calls; inactive = mostly below about 53%; also: some results filed as inactive read as strong as hits
Numbers without * were called inactive; ? = inconclusive. Not all compounds are listed. The share of hits here may be higher or lower than overall.

Fields: HIV peptide binding, AID2073
COCCNC(=O)CSc1n[nH]c(=O)n1CCc1ccccc1
    0.2%, 3.0%
COc1cccc(NC(=O)CN(C)C(=O)c2c(-c3ccccc3)noc2C)c1
    1.5%, -1.0%
O=C(CCN1C(=O)C2C3C=CC(C4CC34)C2C1=O)OCC(=O)c1ccccc1 (centres undefined)
    -0.1%, 9.6%
CCN(CC(=O)N1CCN(Cc2ccccc2)CC1)S(=O)(=O)c1ccc(C)cc1
    0.1%, -4.4%
CCC(C)C(=O)Nc1ccccc1N1CCN(c2ccc(F)cc2)CC1 (centres undefined)
    -0.3%, 4.0%
CSc1ccccc1OCc1cc(C(=O)N2C[C@H]3CC[C@H]2C3)no1
    -1.2%, 0.6%
CCC(=O)N1c2ccc(S(=O)(=O)N3CCN(C)CC3)cc2CC1C (centres undefined)
    -1.6%, 8.1%
CCCCN(CCCC)CCNC(=O)CN1C(=O)COc2ccc(S(=O)(=O)N3CCC(C)CC3)cc21
    1.9%, -8.2%
COc1ccc(CNCc2ccc3c(c2)OCO3)c(OC)c1OC
    0.6%, 7.7%
COc1ccc(N(CC(=O)NCc2ccc(F)cc2)C(=O)CCC(=O)Nc2nccs2)cc1
    -0.6%, 6.2%
Cc1ccccc1-n1ncc2c1CC(C)(C)CC2NC(=O)c1ccncc1 (centres undefined)
    1.6%, 7.1%
CN(Cc1nccn1C)C(=O)c1ccc2nc(Cc3ccccc3F)oc2c1
    -1.1%, 2.6%
CN1CCN(NC(=O)/C=C/c2ccc(Br)cc2)CC1
    1.0%, 5.4%
COc1ccc(S(=O)(=O)n2c([N+](=O)[O-])cnc2C)c(C)c1C
    2.1%, 11.3%
O=C(NNC(=O)c1ccccc1OCc1ccc(F)cc1)c1ccccc1O
    4.9%, 20.4%
O=C(/C=C/c1ccc(OCCCF)cc1)N1CCOCC1
    -1.7%, 8.6%
CN1CCN(C(=O)c2ccc3c(c2)N(Cc2ccccc2F)C(=O)c2ccccc2S3=O)CC1 (centres undefined)
    1.3%, -2.3%
O=C(Nc1cccc(NC(=O)c2cccc(F)c2)n1)c1cccc(F)c1
    3.2%, 0.9%
CCc1nnc(NC(=O)c2ccc(C)o2)s1
    0.6%, 4.7%
CCCn1nc(NC(=O)C(C)C)c2cc3cc(OC)ccc3nc21
    0.3%, 22.2%
Cc1ccc(SCCN2CCC(O)CCC2=O)cc1 (centres undefined)
    2.1%, 12.7%
COc1ccc(C(=O)O/N=C(\N)c2ccccc2)cc1OC
    1.7%, 0.4%
CCc1ccc(OCC(O)CN2CCCC2)cc1 (centres undefined)
    0.6%, 2.6%
Cc1cc(C)c(NS(=O)(=O)c2c(C)noc2C)c(C)c1
    0.1%, -4.4%
Cc1ccc(S(=O)(=O)N2CCCC2C(=O)NCc2ccccc2Cl)cc1 (centres undefined)
    -0.1%, 9.0%
Cc1ccccc1CN1CCC(N2CCC(C(=O)NCC3CCCO3)CC2)CC1 (centres undefined)
    6.3%, -3.1%
COc1ccc(C(=O)c2c(C)c(CCC#N)n3ccccc23)c(OC)c1
    -1.1%, 19.2%
O=C(CSc1nnc(C2CC2)n1CC1CCCO1)Nc1cccc(Cl)c1 (centres undefined)
    0.7%, 3.7%
CCn1c(SCC(=O)NC2CCCCC2)nc2ccccc2c1=O
    2.0%, 7.5%
CC1(C)CC(NC(=O)c2cc([N+](=O)[O-])cc([N+](=O)[O-])c2)CC(C)(C)N1
    0.7%, 4.2%
C=CCNC(=O)c1cn(CC)c2cc(N3CCN(C(=O)c4ccco4)CC3)c(F)cc2c1=O
    2.5%, 32.3%
COc1cc(-c2nnc(COC(=O)c3cccn3C)o2)cc(OC)c1OC
    4.4%, 25.8%
CNC(=O)c1c(NC(=O)c2ccc(S(=O)(=O)N3CC(C)OC(C)C3)cc2)sc2c1CCN(C(C)C)C2 (centres undefined)
    1.9%, -8.9%
O=C(Nc1ccccc1)c1ccc(Br)c(S(=O)(=O)Nc2ccccn2)c1
    0.9%, ?
Cc1ccc(NC(=O)CN(C)CCOc2ccccc2)c([N+](=O)[O-])c1
    -1.7%, 1.1%
CCC(C)NC(=O)C1CCN(S(=O)(=O)c2ccc3[nH]c(=O)ccc3c2)CC1 (centres undefined)
    -0.5%, 3.4%
CCc1ccc(CN2CCC(Oc3ccc(C(=O)N4CCCCC4)cc3)CC2)cc1
    1.7%, -0.9%
COc1cccc(NS(=O)(=O)c2ccc3c(c2)N(C(C)=O)CCO3)c1
    2.6%, 9.8%
COc1ccc(C2=NN(C(=O)c3ccccc3)C(c3ccc(OC)c(OC)c3)C2)cc1OC (centres undefined)
    0.7%, 8.9%
O=C(Cc1ccccc1)Nc1ccnn1C1CCN(Cc2nccs2)CC1
    0.1%, 8.5%
COC(=O)c1[nH]c2cc(OC)c(OC)cc2c1/C=N/Nc1ccccc1
    18.1%, 7.5%
COc1ccc(CN2C(=O)c3cccnc3C2=O)cc1S(=O)(=O)N(C)c1ccc(C)cc1
    -0.4%, -12.5%
Cc1ccc(CNc2nnnn2C)cc1
    0.8%, 7.1%
CCOc1ccc(NC(=O)c2ccc(N3CC4CC(C3)c3cccc(=O)n3C4)c(NC(=O)c3ccncc3)c2)cc1 (centres undefined)
    2.1%, -7.0%
Cc1ccccc1-c1nc2sc(C)c(C)c2c(=O)o1
    -1.7%, 14.6%
Cc1ccc(CCNC(=O)CN(c2cc(C)cc(C)c2)S(=O)(=O)c2c(C)noc2C)cc1
    0.9%, 4.3%
COc1ccc(C(=O)CCC(=O)Nc2cc(Cl)c(O)c(Cl)c2)cc1
    3.5%, -3.8%
O=C(Nc1ccc(CN2CCOCC2)cc1)c1ccc(Br)o1
    -0.9%, 2.8%
O=C(Nc1nnc(S(=O)(=O)N2CCCC2)s1)c1ccccc1F
    6.9%, 13.5%
O=C(CSc1nnc(CNC(=O)c2ccccc2)o1)Nc1nccs1
    0.4%, 6.2%
CC(C)C[C@H]1CN=C(Nc2ccccc2)N1CCCC1CCCCC1
    -0.1%, 6.5%
O=C(NCc1cccs1)C1CCCN(C(=O)Nc2ccc(F)cc2)C1 (centres undefined)
    2.6%, -14.4%
CCOc1ccccc1NC(=O)Cn1c(=O)oc2cc(Cl)ccc21
    -0.3%, -1.2%
O=C(C#Cc1ccccc1)NCc1ccccc1F
    -0.6%, 8.3%
O=C(CCC(=O)N1CCOc2ccccc21)Nc1ccccc1Cl
    -0.6%, 5.0%
CC(C)[C@H](NC(=O)c1ccco1)C(=O)Nc1ccc(OC(F)F)cc1
    1.0%, 3.4%
CC1CCN(C(=O)c2ccc(NC(=O)c3cccs3)cc2)CC1
    -0.4%, -9.4%
Cc1ccc(C)c(N2CCN(S(=O)(=O)c3ccc4c(c3)C(C)(C)C(=O)N4C)CC2)c1
    -0.6%, 11.2%
Cc1ccc(C(=O)N/C(=C\c2ccco2)C(=O)N2CCOCC2)cc1C
    2.0%, 1.8%
COc1cc(-c2noc(C)c2-c2ccc(N(C)C)nc2)cc(OC)c1OC
    -0.1%, 7.8%

New compounds follow:
Fields: HIV peptide binding, AID2073
Cc1cc(C(c2ccc(O)cc2)c2cc(C)c(O)cc2C)c(C)cc1O
    1.2%, 7.2%
COc1ccc(NC(=O)c2ccc(NC(=O)c3ccco3)cc2)c(OC)c1
    1.3%, 36.1%
O=C(Nc1ccc(F)c(Cl)c1)c1cc(-c2ccco2)on1
    6.2%, 22.1%
COc1ccc(/C=C2\SC(N3CCCCC3)=NC2=O)cc1OC
    -1.3%, 8.9%
Cc1ccccc1NS(=O)(=O)c1cc(C(=O)Nc2cccnc2)ccc1C
    -0.3%, 32.8%
CC(Oc1ccccc1)C(=O)Nc1nnc(S(=O)(=O)Nc2ccccc2)s1 (centres undefined)
    12.6%, 11.1%
CCn1c(CNC(=O)c2cc(OC)c(OC)c(OC)c2)cc2cc(C)ccc21
    -1.4%, 0.0%
CC1=NN(C(=O)c2ccccc2Br)C(O)(c2ccc(Cl)cc2)C1 (centres undefined)
    -1.2%, 10.9%
Cc1ccc(N(Cc2cc(=O)[nH]c3ccccc23)C(=O)CCl)cc1
    -0.9%, 14.5%
O=C(Nc1ccncc1)C1CCN(S(=O)(=O)c2ccccc2C(F)(F)F)CC1
    -1.2%, 10.2%
O=C(NCc1ccc(F)cc1)C(c1cccnc1)N(C(=O)c1csnn1)c1ccccc1 (centres undefined)
    0.2%, -4.5%
O=C1CCN(CCCc2ccccc2)CCN1[C@H](CO)Cc1ccccc1
    2.3%, 10.8%
COc1ccc(C(=O)NC2CCN(C(=O)NCc3ccccc3)CC2)cc1
    0.9%, 2.5%
O=C(Nc1ccc(F)c(Cl)c1)N1CCCCCC1
    -0.6%, 14.7%
Cc1cc(C)c2c(n1)SCC(=O)N2CC(=O)Nc1cccc(Cl)c1
    1.8%, -0.6%
Cc1cccc(NC(=O)Cn2nc(-c3cccs3)ccc2=O)c1C
    1.1%, 8.3%
COc1ccc(N2CCN(c3ccnc4cc(Cl)ccc34)CC2)cc1
    -4.5%, -1.4%
Cc1cc(NC(=O)Nc2ccc(Cl)cc2)n(C)n1
    -0.2%, -0.3%
Cc1ccc(S(=O)(=O)NCC(=O)Nc2ccc3c(c2)OCO3)cc1
    0.5%, 1.7%
CCn1c(SCC(=O)NC2CCCCC2)nnc1-c1cccnc1
    2.7%, 3.5%
O=C(O)C1(c2ccccc2)CCN(S(=O)(=O)c2ccccc2)CC1
    -0.7%, 6.7%
CCCCS(=O)(=O)N1CCC(C(=O)Oc2ccccc2OC)CC1
    -0.3%, 3.2%
CC(=O)NN1C(=O)/C(=C2/Sc3ccc(Cl)cc3N2C)SC1=S
    4.4%, 22.8%
Cc1onc(-c2c(Cl)cccc2Cl)c1C(=O)N1C(C)CCCC1C (centres undefined)
    -0.1%, 4.8%
O=C1Nc2cc(C(=O)N3CCN(c4ccccc4F)CC3)ccc2NC1CSCc1ccccc1F (centres undefined)
    22.2%, 2.5%
COc1ccc(CCC(=O)NC2CCCN(Cc3ccc(Cl)cc3)C2)cc1OC (centres undefined)
    0.5%, -6.6%
CCCOc1ccc(N/C=C/C(=O)c2cc(OC)c(OC)c(OC)c2)cc1
    -1.6%, 1.7%
O=C(NCCN1CCOCC1)/C(=C\c1ccccc1F)NC(=O)c1ccccc1
    -0.2%, -8.8%
COCc1cc(C)nc2sc(C(=O)Nc3cccc(OC)c3)c(N)c12
    -0.4%, 18.6%
CCOC(=O)C1CCN(S(=O)(=O)c2ccc3c(c2)NC(=O)C(C)C(=O)N3)CC1 (centres undefined)
    0.0%, 9.4%

Ordered by the number under AID2073 (largest number first): some entries from above.
Fields: HIV peptide binding, AID2073
COCc1cc(C)nc2sc(C(=O)Nc3cccc(OC)c3)c(N)c12
    -0.4%, 18.6%
Cc1onc(-c2c(Cl)cccc2Cl)c1C(=O)N1C(C)CCCC1C (centres undefined)
    -0.1%, 4.8%
COc1ccc(N2CCN(c3ccnc4cc(Cl)ccc34)CC2)cc1
    -4.5%, -1.4%

(listing goes on)
Fields: HIV peptide binding, AID2073
Cc1csc(NC(=O)CSc2nnc(-c3cccnc3)o2)n1
    1.7%, -1.1%
CCCn1c(=O)c(C(=O)NNC(=O)Cc2ccccc2)c(O)c2ccccc21
    -0.6%, 15.0%
COc1cc(SC)ccc1C(=O)N1CCc2ccccc21
    0.6%, 10.4%
O=C(Nn1cnnc1)c1ccccc1Cl
    -0.7%, 13.8%
Cc1ccc(C2(C)NC(=O)N(CC(=O)Nc3cc(S(=O)(=O)N(C)C)ccc3C)C2=O)cc1 (centres undefined)
    -0.1%, 2.4%
O=C(NCC1CCCN(Cc2nccs2)C1)c1cccc2ccccc12 (centres undefined)
    0.0%, 7.6%
O=C(N/N=C/c1cccc(Oc2ccccc2)c1)c1ccc(O)cc1O
    4.7%, 20.2%
CCOc1ccccc1NC(=O)CN1CCC(C(=O)c2ccc(F)cc2)CC1
    1.1%, -5.9%
CC(C)c1ccc(NC(=O)CCNC(=O)Cn2cnc3ccccc3c2=O)cc1
    0.2%, -0.4%
S=C(Nc1cccnc1)NC1CC2CCC1C2 (centres undefined)
    0.3%, -7.0%
COc1cccc2cc(-c3nnc(SCC(=O)Nc4ccc(NC(C)=O)cc4)n3C)oc12
    0.9%, 3.1%
O=C(CCn1nnc2ccccc21)OCC(=O)c1ccc(F)cc1
    -1.0%, 1.3%
CCCc1ccc(S(=O)(=O)NCc2nnc(SC)n2C)cc1
    -1.5%, -0.7%
CC(NCc1cc(Br)ccc1OCC(N)=O)C12CC3CC(CC(C3)C1)C2 (centres undefined)
    -0.4%, 2.8%
CCN1CCN(c2ccc(S(=O)(=O)N3CCCCC3)cc2NC(=O)COc2ccc(F)cc2Cl)CC1
    -1.8%, 2.4%
CCc1cc2ccc(C)cc2nc1SCC(=O)NC1CCCC1
    -0.7%, 8.8%
CCC(=O)N1CCc2cc(Br)cc(S(=O)(=O)N(C)c3ccc(OC)cc3)c21
    -0.1%, 0.3%
Cc1c(C)c2ccc(OCC(=O)N3CCC[C@@H]3C(=O)O)c(C)c2oc1=O
    0.5%, 1.2%
COC(=O)C1=C(C)N(C)C(=O)NC1c1c(OC)ccc2ccccc12 (centres undefined)
    -0.6%, 8.8%
CCOc1ccc(NC(=O)CCN2CCN(S(=O)(=O)c3ccc(F)cc3)CC2)cc1
    -1.2%, 12.2%
Cc1nn(CCCC(=O)NCc2ccco2)c(=O)c2nn(-c3ccccc3)c(C)c12
    1.4%, 15.3%
COCCNC(=O)C1CCC(=O)N1S(=O)(=O)c1ccc(C)cc1 (centres undefined)
    1.9%, 15.7%
CCCN1CCN(CCCNC(=O)C(CC)n2nc(C)c3sc4ccccc4c3c2=O)CC1 (centres undefined)
    -0.2%, 1.7%
O=C(NCc1ccccc1Cl)C1CCCN(S(=O)(=O)c2cccc3nonc23)C1 (centres undefined)
    1.8%, -6.0%

Assay outcomes from PubChem.
